From PubChem
mIDH1 inhibitor: inhibitors of human mutant IDH1 R132H; Potency, µM (top dose mostly 76.6 µM), inactives show at the highest dose activity change, negative = inhibition, most hits filed as inhibitors; O75874; IDH1-R132H enzyme, NADPH consumption, diaphorase/resazurin fluorescence; 390,000 tested, 0.093% active; also: potency is read from the fitted curve at half-maximal effect; % is scaled to controls: 0 for no effect and ±100 for the full control effect; nearly all actives have a fitted effect of over 65% in size
Target sequence (O75874 whole entry R132H, stated change not applied): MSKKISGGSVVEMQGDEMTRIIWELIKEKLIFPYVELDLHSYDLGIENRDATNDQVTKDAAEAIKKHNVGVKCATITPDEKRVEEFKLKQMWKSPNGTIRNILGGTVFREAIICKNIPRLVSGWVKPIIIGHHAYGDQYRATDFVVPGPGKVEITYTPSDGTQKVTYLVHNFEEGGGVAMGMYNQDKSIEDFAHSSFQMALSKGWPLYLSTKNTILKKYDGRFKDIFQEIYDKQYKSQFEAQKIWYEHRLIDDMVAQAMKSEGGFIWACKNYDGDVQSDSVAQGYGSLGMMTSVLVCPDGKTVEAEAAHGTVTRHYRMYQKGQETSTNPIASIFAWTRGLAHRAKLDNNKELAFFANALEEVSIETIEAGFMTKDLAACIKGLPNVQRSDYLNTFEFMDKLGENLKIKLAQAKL
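IDH1-R132H (0.5 ug/mL dispensed) in pH 7.5 Tris buffer was preincubated 30 min with compound, then given a substrate mix of 0.016 mM NADPH and 2 mM alpha-KG for 80 min at room temperature; remaining NADPH was read by diaphorase/resazurin fluorescence.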
Pin1 inhibitor: human Pin1 inhibition; Q13526; Pin1 FP peptide displacement, HiFluor488, 10 min; Potency, µM (doses to about 115 µM), without a hit: at the highest dose activity, negative = inhibition, usual class: inhibitors; 390,000 tested, 0.009% active; AID 504891; active = well fitted inhibition curve with a large enough effect in the polarisation, with a control signal flat, not every such curve was filed as active; inconclusive = small, poorly fitted or top-dose-only effect, or effect the other way, or a change in a side signal; inactive = no such curve, though single readings can be large or run the other way; the % refers to the polarisation; also: potency is read from the fitted curve at half-maximal effect; % is scaled to controls: 0 for no effect and ±100 for the full control effect
TrxR1 substrate: rat thioredoxin reductase 1 substrate activity; O89049; purified TrxR1 substrate turnover, NADPH consumption readout; Potency, µM (titrated, usually from 114 µM), for the others: at the top dose activity change, negative = substrate turnover; 390,000 tested, 0.01% active; AID 588456; also: potency is read from the fitted curve at half-maximal effect; % is scaled to controls: 0 for no effect and ±100 for the full control effect; nearly all actives have a fitted effect of over 50% in size
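Rat TrxR1, dispensed at 90 nM, was prereduced with 400 uM NADPH (final) for 5 min at ~22 deg C, then incubated with compound 15 min before 400 uM selenite. A first-read NADPH fluorescence drop versus no-compound background flagged substrates.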
USP1-UAF1 inh: USP1/UAF1 (human) deubiquitinase inhibition | recombinant USP1/UAF1, Ub-Rhodamine cleavage fluorescence | O94782 | AID 743255 | Potency, µM (doses to about 57.1 µM), inactives show top-dose activity change, negative = inhibition, hits mostly inhibitors | 390,000 tested, 0.23% active; also: potency is read from the fitted curve at half-maximal effect; % is scaled to controls: 0 for no effect and ±100 for the full control effect; nearly all actives have a fitted effect of over 60% in size; inactives centre near -12
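1 nM enzyme complex + cpd, 15 min RT; start with Ub-Rho 150nM final; kinetic fluorescence ex 480/em 540, 6 reads q60 s. Buffer 50mM HEPES pH 7.8, 0.5mM EDTA, 0.1 mg/ml BSA, 1mM TCEP, 0.01% Tween-20.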
Tb PGK inh: T. brucei PGK inhibition. PGK/GAPDH coupled, Kinase-Glo luminescence, 60 min. P07378. AID 602233. 380,000 tested, 0.043% active. Potency, µM (highest dose often 57.5 µM), without a hit: at the top dose activity change, negative = inhibition, actives largely listed as inhibitors; also: potency is read from the fitted curve at half-maximal effect; % is scaled to controls: 0 for no effect and ±100 for the full control effect; nearly all actives have a fitted effect of over 60% in size
Target sequence (P07378 whole entry, looked up): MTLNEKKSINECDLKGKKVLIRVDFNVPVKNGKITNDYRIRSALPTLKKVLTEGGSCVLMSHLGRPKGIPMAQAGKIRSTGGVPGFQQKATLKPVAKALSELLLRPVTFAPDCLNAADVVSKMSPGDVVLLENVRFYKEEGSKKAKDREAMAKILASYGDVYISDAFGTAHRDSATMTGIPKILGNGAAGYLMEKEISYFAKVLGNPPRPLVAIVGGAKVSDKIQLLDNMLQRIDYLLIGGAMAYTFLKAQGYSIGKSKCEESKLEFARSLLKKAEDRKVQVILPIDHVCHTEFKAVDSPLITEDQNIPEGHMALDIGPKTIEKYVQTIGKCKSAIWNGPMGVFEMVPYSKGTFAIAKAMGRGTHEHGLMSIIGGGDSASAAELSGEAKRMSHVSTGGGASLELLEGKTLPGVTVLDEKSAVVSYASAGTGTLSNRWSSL
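Luminescent ATP detection (Kinase-Glo Plus) follows a 60-minute room-temperature incubation, with wells lacking PGK as controls. Buffer: 100 mM TEA (pH 7.6), 5 mM MgCl2, 0.01% Tween-20. Coupling enzyme GAPDH (100 nM final) supplies unstable 1,3-BPG in-well.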
HP1b chromo inh: inhibitors of HP1-beta chromodomain binding to methylated histone tails | AlphaScreen HP1-beta / biotin-H3K9me3 peptide binding | Potency, µM (series often up to 114 µM), inactives show top-dose activity change, negative = inhibition, usual class: inhibitors | 390,000 tested, 0.56% active | P83916; also: potency is read from the fitted curve at half-maximal effect; nearly all actives have a fitted effect of over 70% in size; inactives centre near 23
Target sequence (P83916 whole entry, looked up): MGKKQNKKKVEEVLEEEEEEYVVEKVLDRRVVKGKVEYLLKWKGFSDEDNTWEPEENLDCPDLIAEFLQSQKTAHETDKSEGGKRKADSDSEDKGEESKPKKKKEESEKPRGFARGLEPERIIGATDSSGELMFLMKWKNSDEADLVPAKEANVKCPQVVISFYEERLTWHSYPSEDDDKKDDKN
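Compound inhibition of the preformed complex between 50 nM HP1-beta and 50 nM biotinylated H3K9me3 peptide was read by AlphaScreen. Buffer was PBS pH 7.4 with 0.01% Tween-20. Incubations ran 30 min at room temperature, with 10 ug/mL donor/acceptor beads.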
PI4K2A inh: PI4K2A (human) kinase inhibition. Q9BTU6. purified PI4K2A, ADP-Glo luminescence, 1 h; active compounds read low. activity change, negative = inhibition, % at 76.9 µM. 420,000 tested, 0.13% active. AID 1346378; in the data active = activity change below about -50%; inconclusive = mostly about -30% to -49%;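 also: -100% = wells without enzyme as full effect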
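ADP-Glo luminescence measured ADP generated by PI4K2A enzyme (4 ug/mL before mixing) with 1.2 mM PI substrate (pre-mix) and 300 microM ATP (pre-mix). Tris pH7.5 buffer with MgCl2, Triton X-100; 1 h reaction at ambient temperature.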
GLS inhibitor: inhibitors of human glutaminase (GLS) | O94925 | GLS enzymatic activity, qHTS titration | Potency, µM (doses to about 45.5 µM), for inactives: at the top dose activity change, negative = inhibition, most hits filed as inhibitors | 410,000 tested, 0.21% active; also: potency is read from the fitted curve at half-maximal effect; % is scaled to controls: 0 for no effect and ±100 for the full control effect
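Assay buffer: 45 mM KH2PO4 pH 8.2, 0.02% Tween-20. hKGA acts on L-glutamine (1 mM solution added); product glutamate is reported by an oxidase/peroxidase Amplex Red coupling, with fluorescence taken at baseline and 30 min.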
rTrxR1 inhibitor: inhibitors of rat thioredoxin reductase 1. O89049. recombinant rTrxR1, NADPH fluorescence consumption, selenite substrate. Potency, µM (highest dose often 114 µM), for the others: at the top dose activity change, negative = inhibition, usual class: inhibitors. 390,000 tested, 1% active. AID 588453; also: potency is read from the fitted curve at half-maximal effect; % is scaled to controls: 0 for no effect and ±100 for the full control effect; nearly all actives have a fitted effect of over 65% in size
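Rat TrxR1 (90 nM in the dispensed reagent) was pre-reduced with 400 uM NADPH for 5 min at room temperature, then incubated with compound for 15 min. After 400 uM selenite was added, NADPH fluorescence (Ex 340/Em 450 nm) was followed for 8 min.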
* = called active by the depositor; i = inactive; ? = inconclusive; · = no result given; & = joins results of further samples; [ ] = remark or other dose. Unless noted, calls follow the shape of the dose curve; as a rule, active = well fitted curve in the direction sought with a large enough effect; inconclusive = small, poorly fitted or top-dose-only effect, or another doubt; inactive = no such curve, though single readings can be large; an effect the other way counts as inactive or inconclusive. Only part of the results is shown; rates above refer to the full screens.

SMILES	mIDH1 inhibitor	Pin1 inhibitor	TrxR1 substrate	USP1-UAF1 inh	Tb PGK inh	HP1b chromo inh	PI4K2A inh	GLS inhibitor	rTrxR1 inhibitor
COC(=O)CSc1nc(COc2ccccc2)nc2ccccc12	8%	2%	0%	-10%	-9%	76%[activator]	1	1%	11%
O=C(O)CN1C(=O)/C(=C\c2cn(CC(=O)N3CCOCC3)c3ccccc23)SC1=S	7%	?	-14%[57.1 µM]	?	-5%	6%	-18	-15%	-15%[57.1 µM]
Cc1cccc(N=C2NC(=O)C(CO)(CO)S2)c1	5%	-3%	-2%[57.1 µM]	-15%	1%	31%	6	5%	-13%[57.1 µM]
COc1ccc(Cl)cc1S(=O)(=O)NC(C)C(=O)NCc1ccncc1 (centres undefined)	7%	-10%	-12%	-2%	-9%	35%	1	23%	5%[57.1 µM]
COc1ccccc1OCC#CCSc1ncccn1	-5%	2%	4%[57.1 µM]	-5%	-3%	49%[activator]	5	-5%	14%[57.1 µM]
Cc1ccc(S(=O)(=O)/N=C(/Nc2cccc(C(=O)O)c2)c2ccccc2)cc1	0%	-13%	-7%	-24%	-7%	36%	3	1%	-10%
COc1ccc(N2CCN(C(=O)CSc3nc4[nH]ncc4c(=O)n3-c3cccc4ccccc34)CC2)cc1	4%	-2%	10%[57.1 µM]	-15%	8%	-5%	3	-10%	11%[57.1 µM]
COC(=O)c1cccc(NC(=O)Nc2ccc(Cl)c(Cl)c2)c1	13%	14%	-4%	-11%	i	66%[activator]	5	-4%	13%
COc1ccc(C(O)(CCC(C)C)C(CN2CCOCC2)c2ccccc2)cc1 (centres undefined)	7%	0%	-1%	?	i	32%	-6	-4%	19%
Nc1nc(C2C(=O)CCCC2=O)cs1	11%	?	11%[57.1 µM]	-19%	-3%	5%	11	15%	7%[57.1 µM]
Nc1nc2c(c(=O)[nH]1)CN(Cc1ccccc1)CC2	-3%	-5%	2%	-26%	7%	67%[activator]	1	-8%	8%
O=C(c1ccc(F)cc1)N1CCCN(c2nc(-c3ccccc3)ns2)CC1	7%	-5%	-1%	-4%	1%	15%	1	-4%	7%
Cc1cc2cc(CNC(=O)c3ccco3)ccc2n1C	-1%	?	7%[57.1 µM]	-22%	-5%	7%	-15	-13%	?
COc1cc(/C=N/Nc2ccc(C(=O)O)cc2)cc(OC)c1OC	3%	-1%	-8%	-19%	-2%	45%[activator]	-1	19%	-5%
Cc1ccccc1NC(=O)CNC(=O)c1ccc(C(F)(F)F)cc1	1%	?	4%[57.1 µM]	-20%	i	18%	13	-7%	16%[57.1 µM]
C=CCNC(=O)Cc1c(OC)ccc2cc(Br)ccc12	-2%	-1%	7%[57.1 µM]	-15%	8%	8%	-9	2%	19%[57.1 µM]
CC1=C(/C=C/C(C)=C/C=C/C(C)=C\C(=O)O)C(C)(C)CCC1	-4%	3%	3%[57.1 µM]	8%	7%	28%	0&2	2%	35µM*
CC(C)N1CCCC(CNC(=O)CCc2nnc(CCCCc3ccccc3)o2)C1 (centres undefined)	2%	-6%	-6%	-13%	-7%	47%[activator]	-1	-5%	-4%
CCCCCC1CC(CC(=O)NC(=S)Nc2ccc([N+](=O)[O-])cc2)C(=O)O1 (centres undefined)	-7%	-3%	13%[57.1 µM]	-12%	-6%	6%	4	0%	5%[57.1 µM]
O=C(NCc1cccnc1)NC1CC(=O)N(c2ccc3c(c2)OCCO3)C1 (centres undefined)	4%	-5%	6%	-16%	0%	30%	3	-2%	12%
CCN(CC)CCOC(=O)c1ccc(NC(=O)C(C)NC(=O)C23CC4CC(CC(C4)C2)C3)cc1 (centres undefined)	9%	-4%	-6%	-16%	-1%	39%[activator]	-5	1%	-5%
Cc1ccc(OCc2occc2C(=O)O)cc1	-7%	1%	-6%	-7%	1%	25%	3	3%	-22%
Cc1c(Cl)cccc1NS(=O)(=O)c1ccc2c(c1)C1C=CCC1C(c1ccc(C(=O)O)cc1)N2 (centres undefined)	?	?	4%[57.1 µM]	?	?	50µM*	-20	0%	?
O=C(CSc1ccc(-c2ccccn2)nn1)c1ccc([N+](=O)[O-])cc1	-6%	2%	-10%	-12%	4%	6%	-6	5%	-14%
Cc1ccc(C(=O)OCC(=O)NC2CCCC(C)C2C)cc1S(=O)(=O)N1CCCCC1 (centres undefined)	1%	-1%	1%	-22%	-9%	34%	-22	4%	12%
Cc1ccc2cc3cc(C(=O)NCCCN4CCCCCC4)oc3nc2c1	3%	?	198%[activator]	-19%	-2%	11%	-3	-16%	-24%
COC(=O)Cc1c(C)c2ccc3c(c2oc1=O)CN(Cc1ccc(Cl)cc1)CO3	1%	-1%	·	7%	-2%	35%	0	18%	?
CCC(C)n1c(-c2cccs2)nc2nc3ccccc3nc21 (centres undefined)	3%	10%	547%[activator]	2%	-5%	73%[activator]	3	10%	6%
COc1ccc(S(=O)(=O)Nc2ccc(NC(C)=O)cc2)cc1	6%	-1%	-5%	-8%	i	31%	-3	6%	-9%
N#Cc1cccc(NC(=O)COC(=O)c2ccccc2C(=O)c2ccc(Cl)c([N+](=O)[O-])c2)c1	19%	0%	5%[57.1 µM]	-14%	i	14%	-1	3%	-4%[57.1 µM]
COc1ccc(-c2nn3c(-c4ccc(OC)cc4)nnc3c3ccccc23)cc1	-9%	-7%	97%[activator]	-11%	10%	33%	2	0%	74%[activator]
Cc1ccc(OCC(=O)N(C)CC(=O)Nc2ccc(Cl)c(C(F)(F)F)c2)c([N+](=O)[O-])n1	-6%	?	-11%	-3%	7%	17%	-2	5%	-11%
COc1cc2[nH]c3c(=O)n(N)c(=O)[nH]c3c2cc1OC	3%	?	28%	-19%	i	15%[57 µM]	-2	-17%	0%
O=[N+]([O-])c1cccc2ccc(/C=C/c3ccc(Cl)cc3)nc12	0%	-1%	-5%	-3%	-4%	-31%	3	6%	5%
N#Cc1nc(COc2ccccc2)oc1NCCCn1ccnc1	8%	-9%	-13%	-17%	i	17%	-1	0%	-19%
CCN(CC(=O)Nc1c(C(=O)OC)[nH]c2ccccc12)c1ccc2c(c1)OCO2	6%	?	3%	-18%	i	-7%	6	-4%	2%
COc1ccc(S(=O)(=O)N(CC(=O)NCC2CCCO2)c2ccc(F)cc2)cc1OC (centres undefined)	3%	?	2%[57.1 µM]	-1%	-9%	57%[activator]	-4	16%	18%
CCCCC(CC)Cn1c(O)c(/C=C2\C=NN=C2c2ccccc2)sc1=S (centres undefined)	8%	1%	-10%	-21%	0%	-19%	4	1%	-2%
CC1=C(C(=O)OCC(C)C)C(c2ccc(OCc3ccccc3)cc2)N2C(=O)CCSC2=N1 (centres undefined)	0%	29%	-8%	-2%	10%	4%	5	4%	8%
COc1ccc(CCNC(=O)COc2ccc(S(=O)(=O)N3CCOCC3)cc2)cc1OC	2%	3%	16%	-4%	5%	24%	-1	5%	18%

Part of the list above, reduced to Pin1 inhibitor, PI4K2A inh and USP1-UAF1 inh.
| compound | Pin1 inhibitor | PI4K2A inh | USP1-UAF1 inh |
| --- | --- | --- | --- |
| COc1ccc(-c2nn3c(-c4ccc(OC)cc4)nnc3c3ccccc23)cc1 | -7% | 2 | -11% |
| N#Cc1nc(COc2ccccc2)oc1NCCCn1ccnc1 | -9% | -1 | -17% |

Next section.
SMILES	mIDH1 inhibitor	Pin1 inhibitor	TrxR1 substrate	USP1-UAF1 inh	Tb PGK inh	HP1b chromo inh	PI4K2A inh	GLS inhibitor	rTrxR1 inhibitor
CC(C)CC1C(=O)N(Cc2cn(CC3CCCCC3)nn2)CCS(=O)(=O)N1Cc1ccc(-c2cccc(CO)c2)cc1 (centres undefined)	-6%	·	·	-2%	4%	·	9	6%	·
COc1ccc(C2=NOC(Cn3nc(C(=O)NCC4CC4)cc3-c3ccccc3)C2)cc1 (centres undefined)	-1%	?	-8%	-7%	3%	15%	1	3%	5%
Cc1ccccc1CSCCNC(=O)c1ccc(Cl)c(S(=O)(=O)N2CCOCC2)c1	9%	0%	-1%[57.1 µM]	-14%	-1%	13%	4	19%	8%[57.1 µM]
CC(C)c1nnc(NC(=O)CC(=O)Nc2ccccc2C(=O)O)s1	6%	-1%	12%[57.1 µM]	4%	-6%	11%	-8	-4%	9%[57.1 µM]
C=C(C)CSc1nc(N)c(C#N)c(-c2ccc(C)cc2)c1C#N	4%	6%	5%[2.29 µM]	-3%	-13%	16%	-2	-6%	-3%[2.29 µM]
Cc1c(Cl)cccc1NC(=O)CNCc1ccccc1F	2%	-9%	5%[11.4 µM]	-20%	6%	41%[activator]	-5	?	15%[11.4 µM]
COCCNC(=O)c1ccc2c(c1)nc(C)n2-c1cc(OC)c(OC)c(OC)c1	-1%	1%	11%[57.1 µM]	-1%	3%	5%	1	6%	4%[57.1 µM]
